High-throughput results (PubChem BioAssay)
MsrA act – bovine MsrA enzyme activators, primary screen, biochemical, absorbance, HTS | activation, % at 10.6 µM | purified bovine MsrA, absorbance read-out | Methionine sulfoxide reductase A (Bos taurus) | 360,000 compounds, 0.3% hits; in the data active means activation above about 7.5%;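 further: 0% = vehicle and 100% = reference activator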
FAS-TE inh – FAS thioesterase domain inhibitors, primary screen, biochemical, fluorescence intensity, uHTS | Fatty acid synthase (Homo sapiens), P49327 | 360,000 compounds, 0.67% hits | inhibition, % at 15 µM | recombinant FAS-TE, OMFH fluorogenic substrate, fluorescence endpoint;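 active means compounds whose normalised, plate-corrected inhibition of enzyme fluorescence in the single-dose primary screen is 50% or more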;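 further: 0% = DMSO with enzyme and 100% = substrate without enzyme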
eLon inh – inhibitors of E. coli Lon protease, primary screen, biochemical, fluorescence polarization; AID 602123, 2011; inhibition, % at 7.94 µM; P0A9M0; purified E. coli Lon protease; 360,000 compounds, 0.42% hits; in the data active means inhibition above about 13%, passing the limit was not always enough;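 further: 0% = enzyme with probe and DMSO and 100% = no enzyme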
PABP1 MLLE inh – inhibitors of PABP1 MLLE–PAM2 peptide binding, primary screen, biochemical, fluorescence polarization, FITC-PAM2, GST-MLLE; Polyadenylate-binding protein 1 (Homo sapiens), P11940; inhibition, % at 20 µM; 360,000 compounds, 0.36% hits; in the data active means inhibition above about 35%, passing the limit was not always enough;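 further: plate controls were DMSO wells with GST-MLLE for no effect and wells lacking GST-MLLE protein for full effect; some results filed as inactive read as strong as hits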
Target sequence (P11940 whole entry, looked up): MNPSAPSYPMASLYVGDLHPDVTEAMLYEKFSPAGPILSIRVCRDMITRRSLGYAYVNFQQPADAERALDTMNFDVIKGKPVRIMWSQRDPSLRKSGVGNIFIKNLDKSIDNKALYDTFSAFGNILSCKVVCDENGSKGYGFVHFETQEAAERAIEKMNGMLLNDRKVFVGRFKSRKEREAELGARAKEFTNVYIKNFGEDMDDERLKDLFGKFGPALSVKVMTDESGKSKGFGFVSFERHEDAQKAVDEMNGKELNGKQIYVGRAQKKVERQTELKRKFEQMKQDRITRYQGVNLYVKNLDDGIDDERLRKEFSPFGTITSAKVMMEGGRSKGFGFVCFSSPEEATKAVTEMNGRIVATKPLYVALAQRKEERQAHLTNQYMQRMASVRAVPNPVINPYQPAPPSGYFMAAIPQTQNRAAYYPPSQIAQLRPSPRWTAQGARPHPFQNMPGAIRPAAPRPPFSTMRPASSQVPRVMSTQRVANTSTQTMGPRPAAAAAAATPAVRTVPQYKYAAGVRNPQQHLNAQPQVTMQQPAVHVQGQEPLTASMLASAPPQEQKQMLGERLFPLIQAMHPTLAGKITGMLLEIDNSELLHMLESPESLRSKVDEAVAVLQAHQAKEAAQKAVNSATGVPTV
Neddylation inh – inhibitors of cullin neddylation, primary screen, biochemical, TR-FRET, uHTS, NAE and Ubc12; calls only at 25 µM; 360,000 compounds, 0.58% hits; NEDD8-conjugating enzyme Ubc12 (Homo sapiens) + NEDD8-activating enzyme E1 regulatory …; in the data active means inhibition above about 36%
TbMetRS inhib – T. brucei MetRS inhibitors, primary screen, biochemical, luminescence; methionyl-tRNA synthetase (Trypanosoma brucei brucei); purified T. brucei MetRS, ATP depletion, Kinase-Glo luminescence; inhibition, % at 11.9 µM; 360,000 compounds, 0.4% hits;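 active means inhibition above a per-plate cutoff of the control wells' mean inhibition plus 3 SD, cut at about 5.5% in these data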;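 further: 0% = DMSO wells median and 100% = median of wells with control inhibitor compound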
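Test system: purified T. brucei MetRS enzyme. Also added: ATP, methionine and E. coli bulk tRNA substrates. Compound: 11.9 µM single point. Schedule: 15 min enzyme-compound preincubation, 2 h reaction, 10 min detection, 25 °C. Signal: luciferase luminescence of residual ATP, Kinase-Glo. Evaluation: percent inhibition versus plate control medians. Controls: DMSO wells, low control.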
CSN inh – inhibitors of CSN-mediated cullin deneddylation, primary screen, biochemical, fluorescence polarization, uHTS. COP9 signalosome complex subunit 5 (Homo sapiens), Q92905. Purified CSN, SCF-Nedd8-OG deneddylation. inhibition, % at 12.5 µM. 360,000 compounds, 0.38% hits. AID 651999, 2013;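 active means pattern-corrected inhibition above about 35%, with an unprinted fluorescence ratio check between 0.5 and 1.5, limit read from the data, passing the limit was not always enough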;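 further: 0% = enzyme with substrate and 100% = substrate without enzyme; some results filed as inactive read as strong as hits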
Target sequence (Q92905 whole entry, looked up, one chain of several): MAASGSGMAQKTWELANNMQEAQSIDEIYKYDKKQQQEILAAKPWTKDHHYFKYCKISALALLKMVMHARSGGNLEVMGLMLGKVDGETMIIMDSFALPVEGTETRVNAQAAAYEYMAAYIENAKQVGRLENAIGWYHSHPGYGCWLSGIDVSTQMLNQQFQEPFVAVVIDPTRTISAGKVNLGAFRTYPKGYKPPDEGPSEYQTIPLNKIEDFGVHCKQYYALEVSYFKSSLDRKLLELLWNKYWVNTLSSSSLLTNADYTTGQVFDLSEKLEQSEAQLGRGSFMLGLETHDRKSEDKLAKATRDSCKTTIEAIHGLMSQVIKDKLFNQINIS
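assay system = purified human Csn5 enzyme expressed in HEK293T cells | amount = 0.24 nM enzyme | buffer or medium = Tris/NaCl/DTT buffer, pH 7.5 | reagent = 10 nM SCFSkp2-Nedd8OG | compound = one concentration, 12.5 µM, 0.25% DMSO | times = 90 min reaction at room temperature | signal = FP | read-out basis = % inhibition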
MsrA inh – bovine MsrA enzyme inhibitors, primary screen, biochemical, absorbance, HTS | AID 651718, 2012 | purified bovine MsrA, absorbance read-out | 360,000 compounds, 0.75% hits | inhibition, % at 15.5 µM; in the data active means inhibition above about 4.5%;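 further: 0% = vehicle wells with enzyme and 100% = reference inhibitor wells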
Rin1-Abl PPI inh – inhibitors of Rin1-Abl protein binding, primary screen, biochemical, TR-FRET; Tyrosine-protein kinase ABL1 (Homo sapiens) + Ras and Rab interactor 1 (Homo sapiens), …; 360,000 compounds, 0.4% hits; inhibition, % at 7.35 µM; in the data active means inhibition above about 5%, passing the limit was not always enough
Active calls of the source: *; i = inactive; · = not tested or not shown.

Each structure is followed by: MsrA act	FAS-TE inh	eLon inh	PABP1 MLLE inh	Neddylation inh	TbMetRS inhib	CSN inh	MsrA inh	Rin1-Abl PPI inh
> CCc1ccc(S(=O)(=O)Nc2cc(SCC(=O)O)c(O)c3ccccc23)cc1
  -8.3	0.4	8.0	37.0	i	-0.7	35.0	3.1	6.9
> O=C(Nc1ccc(Oc2ccccc2)cc1)N[C@@H](Cc1ccccc1)C(=O)O
  -7.4	-4.6	4.6	-9.8	i	-1.3	1.1	1.0	1.3
> Cc1nn(C)cc1/C=N/NC(=O)Cn1nnc(N)n1
  -2.7	-8.8	3.6	-1.0	i	-0.5	2.4	-1.2	-2.1
> CC1CN(C(=O)COC(=O)CSc2ccc(C(N)=O)cc2[N+](=O)[O-])CC(C)O1 (stereo not drawn)
  -1.5	-6.5	-3.5	16.7	i	-0.3	-2.3	0.8	-2.0
> Cc1nc(-c2ccccc2)ccc1C(=O)O
  -4.3	-3.0	12.2	2.2	i	0.2	1.5	0.1	0.3
> CC(Nc1ccccc1)C(=O)Nc1ccc(F)cc1 (stereo not drawn)
  0.8	-2.6	-3.3	-7.0	i	0.7	0.2	-0.3	0.6
> O=C(NCCc1c[nH]c2ccccc12)/C(=C\c1ccco1)NC(=O)c1ccco1
  -4.1	-5.0	-7.5	8.4	i	-0.7	-19.4	1.6	-2.3
> Cc1ccc2cc3c(NC(=O)C4CCCO4)nn(CC(C)C)c3nc2c1 (stereo not drawn)
  -1.8	1.8	-1.7	8.8	·	0.1	1.8	0.3	-4.3
> Cc1cc(C)cc(-n2nnnc2SCC(=O)N2CCOCC2)c1
  -1.7	-3.2	-11.5	-7.8	i	0.1	4.1	-1.5	1.3
> CCOC(=O)C(C)Sc1nnc(CSc2nc3nc(C)cc(C)n3n2)o1 (stereo not drawn)
  -1.6	-12.7	10.2	-1.3	i	0.0	-8.0	-0.1	-2.5
> O=C(COC(=O)/C=C/c1ccc(Cl)cc1)NCCN1C(=O)CSC1=O
  -0.7	0.8	3.4	-22.6	i	0.3	1.5	0.3	-0.1
> CCOC(=O)c1cnn(-c2nc(-c3ccccc3F)cs2)c1C(F)(F)F
  0.8	28.6	6.7	3.6	i	0.4	2.3	0.6	-1.1
> C=CCn1c(N2CCOCC2)nc2c1c(=O)[nH]c(=O)n2C
  -0.8	-6.9	3.8	10.1	i	-0.2	-3.7	0.4	2.1
> Cc1ccccc1NC(=O)CCN1CCN(C)CC1
  -2.3	-4.6	-2.3	5.3	i	-0.2	-1.8	-0.4	-1.0
> CC(C)(C)NC(=O)C12CCC(C)(c3nc4ccccc4nc31)C2(C)C (stereo not drawn)
  0.3	-0.4	4.5	11.8	i	0.0	-5.6	-1.0	2.0
> Cc1ccc(/C=N/NC(=O)c2csc3c2CCCC3)cc1
  -11.8	6.5	4.6	8.6	i	-0.4	2.0	0.8	-1.0
> Cc1ccc(S(=O)(=O)NC(CC(C)C)C(=O)Oc2ccc3c4c(c(=O)oc3c2)CCC4)cc1 (stereo not drawn)
  -6.7	44.9	3.8	-13.1	·	-0.7	-4.0	0.0	-1.4
> CCCNC(=O)CN1C(=O)c2ccccc2Sc2ncccc21
  -4.4	-3.4	-1.0	6.5	i	-0.5	-0.6	-0.5	-0.1
> CCN(Cc1ccncc1)C(=O)c1cc(Br)cc(Br)c1O
  -1.3	-4.8	-2.5	11.9	i	-0.5	4.0	0.1	1.1
> C[C@H](CO)N1C[C@H](C)[C@@H](CN(C)Cc2ccccc2F)Oc2ncc(Br)cc2C1=O
  -2.0	-5.9	-10.2	4.8	i	-1.1	-0.3	-0.9	-0.9
> O=C(CCc1nc2ccccc2[nH]1)N1CCN(C(=O)c2ccco2)CC1
  -0.4	-0.5	-7.3	12.8	i	-1.3	0.1	0.1	-1.5
> CCOC(=O)C1=C(c2ccccc2)NC(=O)NC1c1cccc(OC)c1OC (stereo not drawn)
  -2.9	-4.9	-16.5	9.6	i	-0.6	-0.4	-0.5	0.9
> COc1ccc(/C=N/NC(=O)CNC(=O)c2ccc(S(=O)(=O)N3CCCC3)cc2)c(OC)c1
  -6.6	-8.9	-5.8	-2.1	i	-0.2	0.1	2.1	-0.3
> CCCCN1CN(S(=O)(=O)c2ccc(OC)cc2)c2nc3ccccc3nc21
  -2.9	7.6	-4.8	-14.4	i	-0.2	0.8	1.5	-3.5
> Cn1cnc(S(=O)(=O)Nc2cc(C(F)(F)F)ccc2N2CCOCC2)c1
  -3.2	-3.8	-2.2	-1.6	i	-0.2	0.9	-0.6	0.2
> CCc1cc(=O)oc2c(C)c(OC(C)C(=O)N3CCC[C@@H]3C(=O)O)ccc12 (stereo partly drawn)
  -9.1	-2.7	-1.2	-5.7	i	-2.2	5.0	2.1	0.7
> COc1cc(CC(=O)OCC(=O)NC2CCCC2)cc(OC)c1OC
  -3.4	-10.6	1.9	6.0	i	0.2	-3.4	-0.2	0.3
> Cc1cc(C)cc(N(C(=O)C(F)(F)F)C(C(=O)NC2CCCCC2)c2cccs2)c1 (stereo not drawn)
  -1.6	-1.7	-10.6	-7.3	i	-0.5	5.1	-0.3	1.1
> O=C(Nc1ccc2c(c1)OCO2)c1ccc(Br)s1
  -1.3	7.9	0.9	-6.7	i	-0.5	-3.8	1.4	-0.5
> O=C(CN1CCOCC1)c1c[nH]c2ccccc12
  -3.7	-6.0	-5.2	-8.1	i	1.1	1.4	1.1	0.2

Compounds listed so far with a furan ring, fused or not:
Each structure is followed by: MsrA act	FAS-TE inh	eLon inh	PABP1 MLLE inh	Neddylation inh	TbMetRS inhib	CSN inh	MsrA inh	Rin1-Abl PPI inh
> O=C(NCCc1c[nH]c2ccccc12)/C(=C\c1ccco1)NC(=O)c1ccco1
  -4.1	-5.0	-7.5	8.4	i	-0.7	-19.4	1.6	-2.3
> O=C(CCc1nc2ccccc2[nH]1)N1CCN(C(=O)c2ccco2)CC1
  -0.4	-0.5	-7.3	12.8	i	-1.3	0.1	0.1	-1.5

(more compounds)
Each structure is followed by: MsrA act	FAS-TE inh	eLon inh	PABP1 MLLE inh	Neddylation inh	TbMetRS inhib	CSN inh	MsrA inh	Rin1-Abl PPI inh
> Cc1onc(-c2c(F)cccc2Cl)c1C(=O)c1ccccc1O
  -6.4	2.2	9.2	-11.8	i	0.1	6.0	1.4	-1.9
> O=[n+]1c2c(n([O-])c3cc(F)ccc31)CCCC2
  -4.6	-6.4	-4.5	10.6	i	-0.2	-1.3	0.7	1.5
> O=C(CCc1ccccc1)Nc1ccc(S(=O)(=O)Nc2nccs2)cc1
  -10.4	-1.6	1.4	8.0	i	-0.8	2.7	1.7	-0.3
> O=C(Nc1ccc(N2CCOCC2)cc1)C1=NN(c2ccccc2)C(=O)CC1
  -2.1	-8.8	-6.8	-2.4	i	-0.3	1.5	-0.1	-2.8
> COc1cccc(C(=O)NC2CC3CCCC(C2)N3CC(=O)Nc2ccc(N(C)C)cc2)c1 (stereo not drawn)
  -2.0	0.1	-0.9	-4.2	i	-0.3	5.4	-0.5	0.9
> CCCCOc1ccc(NC(=O)CCSc2nccn2C)cc1
  -5.4	3.8	2.4	-137.5	i	-0.7	-0.8	0.2	1.5
> COc1cccc(CN(C)Cc2cc(=O)oc3cc(O)c(Cl)cc23)c1
  -6.9	-2.9	-2.8	2.1	·	-1.4	1.8	2.4	0.5
> O=C(NC1CC1)C1CCN(C2CCN(C(=O)Cc3ccc4c(c3)OCO4)CC2)CC1
  -2.6	-3.1	3.2	4.2	i	-0.3	4.2	-0.2	0.7
> CC(=C\C(=O)O)/C(=C/c1ccc(C)o1)C(=O)O
  -4.2	-13.4	-4.3	19.3	i	0.2	1.9	0.1	-1.6
> CNC(=O)COC(=O)c1cc(-c2ccc(OC)cc2)nc2ccccc12
  -12.1	-0.9	3.5	6.4	·	-1.6	3.6	1.5	2.6
> Cc1ccc(SCc2c(C(=O)N/N=C/c3cccs3)nnn2-c2nonc2N)cc1
  -1.2	6.2	-3.3	8.9	i	0.2	-2.6	3.0	5.8
> Cc1nc(CN2CCCCC2)cc(=O)[nH]1
  -7.8	-1.8	-3.3	-1.1	i	-1.2	3.9	-1.2	9.8*
> Clc1ccc2nc(CSc3nncn3-c3ccccc3)cn2c1
  -0.3	-3.2	-3.9	12.3	i	1.0	4.2	0.9	7.2
> Cc1ncc(CN2CCCC(C(=O)Nc3ccc(-n4ccnc4C)cc3)C2)cn1 (stereo not drawn)
  -0.9	-4.9	-2.3	-5.7	i	0.0	1.3	-0.5	5.9
> CCN1C(=O)[C@H]2[C@@H](c3ccc(C(F)(F)F)cc3)N[C@]3(CCCN(Cc4ccc(Cl)cc4)C3=O)[C@H]2C1=O
  -2.2	15.6	0.2	12.9	i	-0.7	1.9	0.5	-2.9
> CCOC(=O)CNS(=O)(=O)c1cc(-c2nnc(Nc3ccc4c(c3)OCO4)c3ccccc23)ccc1C
  1.4	26.6	3.4	18.4	i	0.0	1.8	2.0	-1.1
> CC(C)c1ccc(NS(=O)(=O)c2ccc(Cl)nc2)cc1
  -3.8	14.0	6.4	-2.0	i	-0.3	-1.7	0.4	2.4
> CC(C)(C)n1ncc2c(=O)n(CC(=O)N3CCCc4ccccc43)cnc21
  -3.2	4.2	-1.0	2.2	i	-0.9	-4.9	-1.1	-0.3
> Cn1c(=O)c2c(ncn2CC(=O)OCC(=O)Nc2ccc(Cl)cc2)n(C)c1=O
  -3.1	-12.4	3.9	-4.0	i	0.3	2.4	-0.3	-2.4
> CCc1nc2ccc(C(=O)Nc3ccc(OC)c(OC)c3)cn2c1N(C)CCC(C)C
  -3.4	9.3	13.5	5.2	i	0.1	1.3	-0.5	4.0
> COc1cc(C(=O)Nc2cc(C)cc(C)c2)c(-n2cnnn2)cc1OC
  -1.1	-5.2	1.4	6.4	i	0.2	-6.2	2.4	0.9
> O=C(CNC(=O)C(c1ccccc1)c1ccccc1)N/N=C\c1ccc2c(c1)OCO2
  -7.6	-5.0	-4.9	-9.3	i	-0.5	-12.1	1.1	1.3
> CCCCc1nc2cc(C(=O)NCc3ccccn3)ccc2o1
  -15.4	2.2	-6.8	20.4	i	-0.4	-3.3	-1.3	4.2
> O=C(c1ccncc1)N1CCN(S(=O)(=O)c2cccc([N+](=O)[O-])c2)CC1
  0.6	-3.5	-19.7	2.7	i	-0.4	-0.1	0.1	-0.8
> CC(=O)N1CCCc2cc(S(=O)(=O)Nc3ccc4c(c3)OCO4)ccc21
  -11.2	-19.2	2.9	1.1	i	-1.4	2.5	0.8	2.2
> CC(C)c1nc2sc3c(=O)[nH]cnc3c2c2c1CCCC2
  -0.8	-1.8	-6.3	-3.9	i	0.5	1.0	-2.1	-8.4

Not a hit list; about 4% have a hit in one of these screens.
